KB-V1 cytotox – KB-V1 MDR subline cytotoxicity. AID 1347076. KB-V1 MDR cells viability, CellTiter-Glo, 72 h. Potency, µM (series often up to 46.1 µM), inactives show at the top dose activity change, negative = cytotoxicity, actives largely listed as cytotoxic. 400,000 compounds, 3.4% hits; also: potency is read from the fitted curve at half-maximal effect; % is scaled to controls: 0 for no effect and ±100 for the full control effect; nearly all actives have a fitted effect of over 60% in size
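Following 72 h at 37 degrees C with compound, KB-V1 cell viability was read by CellTiter-Glo luminescence, medium being phenol-red-free DMEM plus 10% FBS; concentration-response parameters came from normalized, curve-fitted qHTS data.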
GLP1R inv ag – acts as inverse agonist at human GLP-1 receptor. P43220. HEK293 GLP-1R CRE-luciferase, luminescence, 24 h; GLP-1R form is constitutively active. Potency, µM (series often up to 38.3 µM), inactives show at the top dose activity change, negative = inhibition, usual class: inhibitors. 410,000 compounds, 1.6% hits; also: potency is read from the fitted curve at half-maximal effect; % is scaled to controls: 0 for no effect and ±100 for the full control effect; nearly all actives have a fitted effect of over 55% in size
Target sequence (P43220 whole entry, looked up): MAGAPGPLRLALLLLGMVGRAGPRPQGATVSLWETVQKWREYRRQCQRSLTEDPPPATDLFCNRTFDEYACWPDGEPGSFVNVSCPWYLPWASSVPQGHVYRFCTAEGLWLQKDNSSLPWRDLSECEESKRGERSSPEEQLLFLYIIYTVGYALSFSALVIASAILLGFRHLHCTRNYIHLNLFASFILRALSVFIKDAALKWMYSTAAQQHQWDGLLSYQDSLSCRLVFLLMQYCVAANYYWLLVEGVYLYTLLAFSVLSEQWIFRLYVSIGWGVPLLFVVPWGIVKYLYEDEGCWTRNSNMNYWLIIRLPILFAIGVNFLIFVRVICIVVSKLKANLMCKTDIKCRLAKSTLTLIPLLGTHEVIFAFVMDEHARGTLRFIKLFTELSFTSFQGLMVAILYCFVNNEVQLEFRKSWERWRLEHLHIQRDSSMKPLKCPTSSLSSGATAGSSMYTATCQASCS
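Luminescence readout: a drop in cAMP-driven luciferase signal flags inverse agonism at a constitutively active GLP-1R stably expressed in HEK293. Compound exposure lasted 24 hr at 37 deg C, 5% CO2.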
TDP-43 yeast inh – TDP-43 toxicity inhibition in yeast; TDP-43 expressing yeast growth rescue, BacTiter-Glo, 24 h; Potency, µM (top dose mostly 46.1 µM), without a hit: at the top dose growth rescue (activation), hits mostly activators; 410,000 compounds, 1.8% hits; AID 652104; also: potency is read from the fitted curve at half-maximal effect; % of control where 0% means no effect; nearly all actives have a fitted effect of over 50% in size
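Luminescence from BacTiter-Glo reports growth of TDP-43-expressing yeast after 24 hr at 30 deg C with compound. Cells were raffinose-pregrown to mid-log, then seeded in galactose medium at OD600=0.02.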
GLP1R ag – agonists of human GLP-1 receptor | P43220 | HEK293 GLP-1R CRE-luciferase, luminescence, 4-6 h; cells express a hypersensitive GLP-1R form | Potency, µM (series often up to 45.6 µM), without a hit: top-dose activation, actives largely listed as activators | 380,000 compounds, 0.007% hits; also: potency is read from the fitted curve at half-maximal effect; % of control where 0% means no effect
PTHR1 agonist – activates the human parathyroid hormone receptor PTHR1. Q03431. HEK293 GP2 PTHR1 cells, GloSensor cAMP luminescence, 1 h. Potency, µM (series often up to 115 µM), for inactives: at the highest dose activation, actives largely listed as activators. 410,000 compounds, 0.075% hits. AID 743266; also: potency is read from the fitted curve at half-maximal effect; nearly all actives have a fitted effect of over 55% in size; some results filed as inactive show a strong effect at the top dose; inactives centre near -15; many of its hits are not listed in these tables
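HEK-293-derived GP2 cells expressing PTHR1 and a GloSensor cAMP reporter, 3,000/well, plated overnight, given luciferin plus IBMX (each 0.5 mM as added) for 1 h at 37 °C, then compound for 1 h at 37 °C. Luminescence was read after 15 min at room temperature.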
aSyn rescue – alpha-synuclein toxicity inhibition in yeast; Yeast expressing alpha-synuclein, growth rescue, BacTiter-Glo, 24 h; Potency, µM (series often up to 46.1 µM), for the others: at the highest dose growth rescue (activation), hits mostly activators; 370,000 compounds, 0.14% hits; also: potency is read from the fitted curve at half-maximal effect; % of control where 0% means no effect; nearly all actives have a fitted effect of over 65% in size
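Galactose-induced alpha-syn yeast (OD600=0.02, raffinose-pregrown) + pinned cpd, 24 hr, 30 deg C; growth by BacTiter-Glo luminescence. Growth restoration scores as activation.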
DRD3 antagonist – blocks the human D3 dopamine receptor | P35462 | D3R cells, DiscoveRx beta-arrestin luminescence, antagonist mode; hits give low values | max response, negative = inhibition, % | 360,000 compounds, 2.5% hits | AID 652054; in the data active = max response below about -50%; inconclusive = no clear call, values can overlap the other calls; also: % is scaled to controls: 0 for no effect and ±100 for the full control effect; mostly tested at two doses, the higher about 12 µM
Target sequence (P35462 whole entry, looked up): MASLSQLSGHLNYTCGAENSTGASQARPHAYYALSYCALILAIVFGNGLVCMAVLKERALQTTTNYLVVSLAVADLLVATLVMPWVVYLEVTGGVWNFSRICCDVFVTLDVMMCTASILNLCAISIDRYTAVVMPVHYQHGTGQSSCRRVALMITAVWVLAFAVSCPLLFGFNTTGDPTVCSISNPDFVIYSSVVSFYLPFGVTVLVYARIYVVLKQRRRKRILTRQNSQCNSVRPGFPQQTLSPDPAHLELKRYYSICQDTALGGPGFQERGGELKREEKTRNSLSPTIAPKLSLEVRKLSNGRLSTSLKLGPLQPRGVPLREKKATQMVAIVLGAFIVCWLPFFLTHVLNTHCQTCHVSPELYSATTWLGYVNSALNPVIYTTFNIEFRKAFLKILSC
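Cells expressing the human receptor were seeded at 1500 cells/well, incubated overnight at 37 degrees C in 5% CO2, then exposed to library compounds with dopamine controls for 90 minutes at 37 degrees C before luminescent detection.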
DRD3 agonist – D3 dopamine receptor (human) agonism; max activation, %; 410,000 compounds, 0.58% hits; D3R DiscoveRx beta-arrestin cells, luminescence, 90 min; in the data active = max activation above about 30%; also: 0% is about no effect; mostly tested at two doses, the higher about 12 µM
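Cells at 1500/well, incubated overnight, then treated with pinned compounds (dopamine as control) for 90 min at 37 degrees C. DiscoveRx reagent added for 30 - 60 minutes at room temperature; luminescence read.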
HEK293 tox – cytotoxicity in counter-screen for GLP-1R inverse agonists | Potency, µM (series often up to 38.3 µM), for inactives: top-dose activity change, negative = inhibition, actives largely listed as inhibitors | HEK293 cAMP-luciferase reporter cells, luminescence, 24 h | 410,000 compounds, 0.13% hits | AID 624418;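 also: loss of luciferase light is scored as toxicity; potency is read from the fitted curve at half-maximal effect; % is scaled to controls: 0 for no effect and ±100 for the full control effect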
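Seeding density was 200 cells/uL; after overnight-length (12 h) culture, 23 nL compounds went on for 24 h at 37 °C. Readout used a luciferase detection reagent, luminescence taken after 12 min at room temperature.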
* marks the source's active call; other numbers are inactive results; i = inactive; ? = inconclusive; / = not tested or not shown; & = joins results of further samples; [ ] = remark or other dose. Unless noted, calls follow the shape of the dose curve; as a rule, active = well fitted curve in the direction sought with a large enough effect; inconclusive = small, poorly fitted or top-dose-only effect, or another doubt; inactive = no such curve, though single readings can be large; an effect the other way counts as inactive or inconclusive.

SMILES | KB-V1 cytotox | aSyn rescue | HEK293 tox | PTHR1 agonist | GLP1R ag | GLP1R inv ag | TDP-43 yeast inh | DRD3 agonist | DRD3 antagonist
CCCN(C(=O)c1cnccn1)c1c(N)n(Cc2ccccc2)c(=O)[nH]c1=O | 0% | 6% | 10% | -4% | -10% | 21% | ? | 3 | ?
CCOC(=O)Nc1ccc2c(COC(=O)CNS(=O)(=O)c3ccc(NC(C)=O)cc3)cc(=O)oc2c1 | 5% | 1% | 1% | i | 19% | 31% | -9%[0.397 µM] | 12 | 4
O=c1c2c3c(sc2n2cnnc2n1CCc1ccccc1)CCCC3 | 0% | -14% | 8% | i | -6% | 0% | -5% | 1 | -21
Cc1ccc(CNS(=O)(=O)c2ccc3oc(C(=O)O)c(C)c3c2)cc1 | 20% | 9% | 6% | i | -7% | -4% | -21% | -3 | 8
Cc1nc2scc(C)n2c(=O)c1S(=O)(=O)NC(C)c1ccccc1 (stereo not given) | 8% | 1% | -4% | i | -1% | ? | 7% | 3 | 5
CS(=O)(=O)N1N=C(c2ccc(Br)cc2)CC1c1ccc2c(c1)OCO2 (stereo not given) | 16µM* | -1% | 3% | -24%[57.5 µM] | -22% | 28% | -32%[inhibitor] | 13 | -7
CCC(NC(=O)C1CCCO1)c1ccccc1 (stereo not given) | 22% | -16% | 10% | i | 1% | -8% | 5% | 3 | 15
O=C(NC1CCCCCCC1)C1c2ccccc2C(=O)N1Cc1cccs1 (stereo not given) | -5% | -6% | 21% | -26% | 3% | -19% | 6% | -2 | 0
CCOC(=O)c1c(C)n(C)c2ccc(OC)c(NC(=O)CCN3CCSCC3)c12 | 13µM* | -2% | 5% | -39%[inhibitor][57.5 µM] | 21% | 3% | -18% | -21 | -12
CCc1nnc(NC(=O)CSc2nnc3c(C)cc4c(C)ccc(C)c4n23)s1 | -4% | 2% | 15% | i | 0% | -13% | -6% | 1 | 6
Cc1cccc(Oc2nc3c(c(=O)n(C)c(=O)n3C)n2C)c1 | ? | -6% | -1%&14% | -15% | -5% | 12%&0% | ? | 7&-5 | -13
CC(C)CCn1c(SCC(=O)NC2CCS(=O)(=O)C2)nc2cc(Cl)ccc2c1=O (stereo not given) | -4% | -2% | 20% | i | 6% | 24% | -19% | 1 | -8
Cc1ccc(-c2c(C)n([O-])c3c([n+]2=O)CCCCC3)o1 | 2% | -4% | -8% | -8% | 0% | -3% | 7% | 0 | 9
CC(=O)Nc1c(C)ccc(CNC(=O)COc2cc(C)ccc2C)c1C | 2% | -22% | 1% | -27% | 2% | -2% | -4% | 0 | 0
CCOc1ccc(NC(=O)N(Cc2ccc(CC)cc2)Cc2cn[nH]c2-c2ccc(OC)cc2)cc1 | -10% | / | ? | i | / | ? | 6% | 18 | /
C[C@H](CO)N1C[C@H](C)[C@@H](CN(C)C(=O)NC2CCCCC2)Oc2ccc(NC(=O)C3CC3)cc2C1=O | 2% | -2% | 2% | -3% | -1% | 9% | -8% | -19 | -9
COc1ccc(C(=O)NCc2cc(C(C)C)no2)cc1OC1CCN(C(C)C)CC1 | ? | -7% | -13% | -23% | -2% | -10% | 10% | 3 | -2
COc1ccccc1NC(=O)C(=O)NCCC1CCCCN1S(=O)(=O)c1cccs1 (stereo not given) | -6% | -3% | 0% | -4% | 9% | ? | -4% | -13 | -17
CCOc1ccc2cc(-c3nnc(Nc4ccc(C)cc4)s3)c(=O)oc2c1 | / | / | 1% | 29% | / | 10% | 13% | -6 | /
CCOc1ccc(C(=O)Nc2cc(C)c3c(=O)oc4ccccc4c3n2)cc1 | -1% | 1% | 7% | i | -3% | 5% | 0% | 1 | -1
Cc1sc(-c2ccccn2)nc1OC(=O)c1ccc(F)cc1F | 9% | 1% | -1%[7.66 µM] | i | 4% | 26%[7.66 µM] | -8%[9.22 µM] | 27 | 106
COc1cc2c(cc1OC)-c1cc(Nc3ccc(N(C)C)cc3)nc(=O)n1CC2 | 2% | -4% | 15% | -4% | ? | 143%[activator] | -7% | -3 | -15
CCO/C(C)=N/Oc1cc(OC)cc(OC)c1 | -10% | -9% | 11% | -22% | 7% | 20% | 22% | -6 | 1
Cc1cc(OCC(=O)NCc2ccccn2)c2c(C)c(C)c(=O)oc2c1 | ? | -3% | -2% | -9% | -2% | 17% | -7% | 4 | -3
O=c1c(O)c(-c2cccs2)oc2ccccc12 | ? | 7% | / | i | -8% | ? | 0% | 2 | ?
O=C(Nc1c2c(nn1-c1ccccc1)CS(=O)C2)c1ccco1 (stereo not given) | 0% | 0% | -7% | i | -11% | 16% | 8% | 0 | 4
CCCn1c(SCC(=O)NCCc2ccccc2)nnc1-c1ccccn1 | ? | 1% | -9% | i | 5% | -14% | 9% | 1 | 0
NC(=O)C1(N2CCCCC2)CCN(C(=S)Nc2cccc(Cl)c2)CC1 | 1% | 2% | 0% | -23% | 2% | -23% | 11% | -31 | ?
CCc1ccccc1NC(=O)Cn1c(=O)n(-c2ccc(C)cc2)c(=O)c2c1c1cc(C)ccc1n2C | 2% | / | 25% | i | / | 3% | 8% | -9 | /
CC(=O)OCc1cnc(C)c2oc(=O)c(C(=O)Nc3cccc(F)c3)cc12 | -9% | 3% | 5% | -1% | 17% | 5% | -4% | 1 | /
N#C/C(=C\c1c(N2CCN(c3ccccc3)CC2)nc2ccccn2c1=O)C(N)=O | -2% | -7% | 15% | i | 17% | 26% | -9% | -5 | 4
O=C(CSc1nnc(-c2ccco2)o1)c1ccc(F)c(F)c1 | 9% | -2% | 10% | i | -11% | 2% | ? | 5 | 15
COc1ccc(CNC(=O)C2CCCN(S(=O)(=O)c3ccc(Br)s3)C2)cc1 (stereo not given) | ? | -1% | -1% | -17% | 7% | ? | -1% | -5 | 8
Cc1ccc(-c2cnco2)cc1 | 13% | -3% | 1% | -25% | 0% | 2% | 0% | 5 | -7
COc1ccccc1OCCSc1nc2ccccc2n1CC(=O)N1CCOCC1 | -8% | / | -4% | 24% | / | 20% | 1% | -5 | /
COc1cc(OC)c(NC(=O)CCc2c(C)nc3cc(-c4ccccc4OC)nn3c2C)cc1Cl | 0% | / | -24% | -23% | 0% | 10% | 5% | -7 | /
CCOC(=O)N1CCN(c2nc(-c3ccccc3)c3ccccc3n2)CC1 | -2% | -3% | 46%[activator] | -11% | 15% | 8% | -3% | 17 | 89
O=C(CN1CCN(S(=O)(=O)c2ccccc2[N+](=O)[O-])CC1)Nc1ccc(N2CCOCC2)cc1 | ? | -1% | 2% | -6% | 12% | 10% | 18% | 6 | 23
Cc1oc(-c2ccccc2F)nc1CS(=O)(=O)CC(=O)N1CCN(Cc2ccccc2)CC1 | 0% | -2% | -17% | -45%[inhibitor] | 5% | -27% | -11% | -11 | -20
O=C(NCCOC(=O)c1c(F)cccc1Cl)c1c(F)cccc1Cl | 9% | 10% | -2% | -13% | 17% | 1% | 17% | 5 | 1
CCC1(c2ccccc2)NC(=O)N(CC(=O)NC2(C#N)CCCCC2)C1=O (stereo not given) | -10% | -10% | -1% | -24% | -5% | 5% | 8% | 1 | 21
CCN(CC)S(=O)(=O)c1cc(C(=O)Nc2ccccc2[N+](=O)[O-])ccc1Cl | ? | -5% | 2%[1.53 µM] | -33%[inhibitor] | -1% | ? | 0% | -30 | 0
CCN(CC)CCn1c(NCc2cccc(OC)c2)nc2ccccc21 | -27% | 6% | -15% | -9% | -1% | ? | -6% | -7 | -86*
CC(=O)Nc1ccc2c(COC(=O)[C@H](C)N3C(=O)C4CCCCC4C3=O)cc(=O)oc2c1 (stereo not given in full) | 5% | -2% | -16% | -1% | 4% | -22% | -34% | -6 | -17
COc1ccc(C(CNC(=O)c2ccc(S(=O)(=O)N(C)C)cc2)N(C)C)cc1 (stereo not given) | ? | -5% | -1% | -12% | 12% | 2% | -16% | 0 | -10
COc1cc(/C=C2/C(=N)N3OC(C)=CC3=NC2=O)ccc1OCCOc1ccc(C)cc1 | ? | -1% | 23% | i | 16% | 16% | 6% | 5 | -8
COc1ccc2c(c1)cc1n2CCN2CCCN=C12 | 8% | -9% | -5% | i | -1% | 0% | -14% | 14 | 6
COc1ccc(S(=O)(=O)Nc2cccc3c2O[C@@H](CN(C)CC2CC2)[C@@H](C)CN([C@@H](C)CO)C3=O)cc1 | 12% | 4% | 6% | 16% | -2% | 9% | 8% | 2 | -22
O=C(c1ccc2c3c(cccc13)CC2)C1CCCN(C(=O)c2ccc[n+]([O-])c2)C1 (stereo not given) | 0% | 6% | -4% | -36%[inhibitor] | 5% | 3% | -10% | 5 | 0
CCOC(=O)c1c(NC(=O)c2ccc(S(=O)(=O)N(C)C3CCCCC3)cc2)sc2c1CCN(C(C)C)C2 | -14% | 18% | 3% | -7% | 4% | -1% | -11% | -11 | /
O=C(CSc1nnc2c(n1)[nH]c1ccccc12)Nc1ccc(S(=O)(=O)Nc2ncccn2)cc1 | 9% | 1% | 5% | -7% | -3% | -3% | 9% | 2 | 3
Cc1cc(C)n(-c2ccc(N3CCOCC3)nn2)n1 | 1% | 13% | -2% | -53%[inhibitor][57.5 µM] | -8% | 17% | 2% | 5 | -11
Cc1cnc(C(=O)OCC(=O)Nc2sc3c(c2C(N)=O)CCCC3)cn1 | 6% | -1% | -3% | i | -14% | -4% | 28% | 4 | 2

Among those listed so far, 2 have a cyano group:
SMILES | KB-V1 cytotox | aSyn rescue | HEK293 tox | PTHR1 agonist | GLP1R ag | GLP1R inv ag | TDP-43 yeast inh | DRD3 agonist | DRD3 antagonist
N#C/C(=C\c1c(N2CCN(c3ccccc3)CC2)nc2ccccn2c1=O)C(N)=O | -2% | -7% | 15% | i | 17% | 26% | -9% | -5 | 4
CCC1(c2ccccc2)NC(=O)N(CC(=O)NC2(C#N)CCCCC2)C1=O (stereo not given) | -10% | -10% | -1% | -24% | -5% | 5% | 8% | 1 | 21

A portion of the library; rates above refer to the full screens.
